MazF activator: activators of E. coli MazEF toxin-antitoxin RNase, primary screen, biochemical, fluorescence, uHTS; FAM/BHQ RNA-DNA oligo cleavage fluorescence, 5 h; activation, % at 20 µM; 350,000 compounds, 0.32% hits; in the data active means activation above about 50%
Target sequence (P0AE70 whole entry, looked up): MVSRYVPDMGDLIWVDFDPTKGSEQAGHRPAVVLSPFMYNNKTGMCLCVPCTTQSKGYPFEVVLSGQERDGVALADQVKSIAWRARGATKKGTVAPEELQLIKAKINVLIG
SARS 3CLpro inh: SARS-CoV 3CLpro protease inhibitors, primary screen, biochemical, quenched FRET; 290,000 compounds, 0.14% hits; recombinant SARS-CoV 3CLpro, quenched FRET peptide cleavage; AID 1706, 2009; Replicase polyprotein 1ab (Severe acute respiratory syndrome coronavirus), P0C6X7; inhibition, % at 6 µM; in the data active means inhibition above about 12%
SSB-PriA inh: inhibitors of Klebsiella pneumoniae PriA binding to SSB C-terminal tail, primary screen, biochemical, AlphaScreen; PriA–SSB C-terminal tail interaction (Klebsiella pneumoniae); AlphaScreen SSBct-PriA binding, biotinylated peptide; inhibition, % at 33 µM; 430,000 compounds, 0.6% hits; AID 1272365, 2023; in the data active means inhibition mostly above about 37%, no sharp cut-off; inactive means mostly below about 20%;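 further: plate controls were negative control peptide for no effect and reference peptide for full effect; strong numbers were not always called active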
Vc quorum ag: inducers of Vibrio cholerae quorum light production without autoinducers, primary screen, BH1578 luxS cqsA deficient, single point; activation, % at 18.7 µM; AID 588436, 2011; 350,000 compounds, 0.16% hits; V. cholerae BH1578 lux reporter, luminescence, 6 h; in the data active means activation mostly above about 9.7%, no sharp cut-off; further: not every result past the cut was called active; inactives centre near 0; reference of the scale not given here
PrPC surface inh: inhibitors of human cell surface prion protein PrPC, primary screen, cell-based, TR-FRET; TR-FRET read-out; 370,000 compounds, 0.43% hits; inhibition, % at 13.8 µM; in the data active means inhibition above about 24%; further: 0% = median of the test wells and 100% = reference compound wells
Rv3671c inh: Rv3671c serine protease inhibitors, primary screen, biochemical, fluorescence polarization, M. tuberculosis H37Rv | P9WHR9 | inhibition, % at 5.96 µM | 320,000 compounds, 0.048% hits; in the data active means inhibition above about 38%;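 further: extracellular domain of Rv3671c used as enzyme; 0% = enzyme with DMSO and 100% = no enzyme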
Target sequence (P9WHR9 whole entry, looked up, the tested form may be a part): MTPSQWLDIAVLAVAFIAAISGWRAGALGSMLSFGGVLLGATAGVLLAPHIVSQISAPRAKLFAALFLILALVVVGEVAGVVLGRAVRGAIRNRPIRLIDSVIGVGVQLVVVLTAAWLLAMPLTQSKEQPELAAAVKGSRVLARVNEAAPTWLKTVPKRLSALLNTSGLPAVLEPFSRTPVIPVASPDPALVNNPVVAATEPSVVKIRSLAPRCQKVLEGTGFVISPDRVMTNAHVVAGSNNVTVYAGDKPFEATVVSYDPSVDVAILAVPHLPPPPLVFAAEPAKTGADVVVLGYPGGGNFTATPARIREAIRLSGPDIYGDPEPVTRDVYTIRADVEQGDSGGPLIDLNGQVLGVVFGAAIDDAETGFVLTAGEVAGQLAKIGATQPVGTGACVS
Y pestis TopoI: Yersinia pestis topoisomerase I inhibitors, primary screen, biochemical, cleavage product accumulation, plate reader, single point. Y. pestis Topo-I cleavage product accumulation. DNA topoisomerase I (Yersinia pestis CO92). AID 504884, 2011. activity, % at 10 µM. 360,000 compounds, 0.064% hits; in the data active means activity above about 50%, passing the limit was not always enough; further: inactives centre near 2
TcdB inh: TcdB glycohydrolase inhibitors, primary screen, biochemical, single point, plate reader; inhibition, % at 9.99 µM; 350,000 compounds, 0.24% hits; Toxin B (Clostridioides difficile), P18177; AID 652162, 2013; TcdB glycohydrolase enzymatic assay; in the data active means inhibition above about 10%
CCHFV vOTU inh: CCHFV vOTU protease inhibitors, primary screen, biochemical, Pep-AMC substrate, fluorescence. AID 651958, 2012. inhibition, % at 11.5 µM. 370,000 compounds, 0.55% hits; in the data active means inhibition above about 30%; further: 0% = vehicle wells with enzyme and 100% = no enzyme wells
DUSP3 inh: VHR1 phosphatase inhibitors, primary screen, biochemical, absorbance, uHTS. AID 1654, 2009. 290,000 compounds, 0.52% hits. Dual specificity protein phosphatase 3 (Homo sapiens), P51452. inhibition, % at 13.3 µM. recombinant VHR phosphatase, pNPP absorbance; in the data active means inhibition above about 50%; further: some compounds called inactive have numbers as strong as hits
Target sequence (P51452 whole entry, looked up): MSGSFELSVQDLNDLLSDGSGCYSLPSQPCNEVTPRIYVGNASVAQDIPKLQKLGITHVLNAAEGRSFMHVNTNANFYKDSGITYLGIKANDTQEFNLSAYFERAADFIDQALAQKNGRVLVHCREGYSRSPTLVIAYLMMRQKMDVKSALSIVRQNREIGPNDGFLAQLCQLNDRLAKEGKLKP
An asterisk follows results filed as active; i = inactive; · = not tested or not shown.

mol	MazF activator	DUSP3 inh	Rv3671c inh	CCHFV vOTU inh	TcdB inh	SARS 3CLpro inh	Vc quorum ag	PrPC surface inh	Y pestis TopoI	SSB-PriA inh
C/C(=N\NC(=O)COc1ccc(C(C)(C)C)cc1)c1ccc(-n2ccnc2)cc1	-4.1	12.6	-12.4	10.0	·	3.9	i	-2.2	23.2	·
CC1CCc2sc3ncnc(N4CCN(C)CC4)c3c2C1 (stereo unspecified)	3.3	-2.9	·	5.5	0.6	-4.4	2.9	-4.2	4.6	4.5
COc1ccc(CC(=O)Nc2cc(S(=O)(=O)N3CCOCC3)ccc2N2CCOCC2)cc1	-13.6	14.7	-2.0	-0.7	-0.5	2.2	-1.6	-1.5	9.2	0.6
COc1ccccc1NS(=O)(=O)c1cc(C(=O)NCCN2CCOCC2)ccc1Cl	-1.6	20.0	-5.2	0.8	·	-1.2	i	4.6	-10.1	-12.9
O=C(CSc1nc2ccccc2s1)NNC(=S)Nc1ccc(Br)cc1	2.0	13.0	-8.2	23.9	·	-1.5	-1.3	10.7	12.2	-7.3
Brc1ccc2c(c1)OCCOCCOc1cc(Br)ccc1OCCOCCOCCO2	-11.7	9.7	-8.4	·	·	2.5	i	·	4.8	-9.5
COc1ccc(C(=O)c2cccc(C(=O)c3ccc(OC)c(C)c3)c2)cc1C	-5.6	-10.0	·	5.5	0.3	-1.3	i	-1.0	31.9	-4.0
COc1ccc(/C=N/NC(=O)c2ccccc2O)cc1CN1CCOCC1	6.6	13.1	9.2	1.5	0.8	6.8	-0.3	-2.0	0.5	i
CCOC(=O)c1c(C)[nH]c(C(=O)OCC(=O)NC2(C#N)CCCCC2)c1C	8.0	·	-5.5	5.5	2.2	·	i	4.8	5.9	-2.9
COc1ccc(-n2nc(C(=O)NCC(=O)NCCCN3CCC(C)CC3)c3ccccc3c2=O)cc1Cl	10.1	15.3	7.0	8.4	-5.4	-1.2	-0.5	-11.9	-4.8	2.3
Cc1ccc(-c2csc(Cc3nc(-c4cc5ccccc5oc4=O)cs3)n2)cc1	-3.9	23.5	-10.2	-21.2	0.8	-1.8	-3.0	-1.6	8.8	-22.5
CCCCCCN1C[C@H](n2cc(COC(=O)c3ccccc3)nn2)[C@@H](O)C[C@@H]1c1ccccc1	-7.3	·	·	17.1	-1.7	·	i	0.2	15.4	·
COc1cc(C(=O)NCCCC2CCCC2)ccc1OC1CCN(C(C)=O)CC1	10.7	12.6	·	-0.5	1.7	10.2	0.5	-0.2	13.3	-4.4
CCOc1ccc(N2CC(C(=O)Nc3cc(OCC)c(N4CCOCC4)cc3OCC)CC2=O)cc1 (stereo unspecified)	1.4	·	·	-6.4	0.1	·	i	-3.7	-2.9	-8.4
CCOc1ccc(N(CC(=O)NCC2CCCO2)C(=O)CCC(=O)Nc2ccccn2)cc1 (stereo unspecified)	2.2	8.8	5.0	8.4	·	1.5	-7.7	7.5	3.1	-17.5
CCC(C)c1ccccc1N1CC(C(=O)Nc2ccc(C)c(S(=O)(=O)N3CCOCC3)c2)CC1=O (stereo unspecified)	2.2	·	-2.3	27.0	-0.1	·	i	3.1	-3.3	-4.8
C/C(N)=C(/C#N)C(=O)CSc1nnnn1-c1ccc(C)cc1	-2.9	25.9	-4.8	-3.0	·	-6.5	-0.4	14.7	-2.3	-21.7
O=C(c1cccc(S(=O)(=O)N2CCCC2)c1)N1CCN(c2ccccc2F)CC1	-3.2	6.3	7.7	1.3	·	3.2	i	3.8	6.8	-2.7
CC(C)(CNS(=O)(=O)c1ccc2c(c1)OCCO2)N1CCOCC1	10.0	17.8	-1.4	9.2	2.4	-1.4	i	8.8	-4.2	-8.1
CC1=C(C)CC(C(=O)Nc2ccc3c(c2)OCO3)C(C(=O)O)C1 (stereo unspecified)	-1.5	6.4	11.8	-1.0	1.9	5.4	-0.7	7.6	-3.4	-5.1
CC(=O)Nc1ccc(C(=O)Nc2cc(C(F)(F)F)ccc2-n2cnc3ccccc32)cc1	3.8	10.5	7.5	-4.7	·	-4.7	-0.2	0.7	-4.3	1.8
Cc1cc(S(=O)(=O)N(Cc2ccccn2)Cc2ccco2)ccc1-n1cnnn1	-1.7	10.5	-16.8	-4.6	0.4	3.5	-7.1	-2.8	12.5	-12.8
CCOC(=O)c1c(C)c(-c2ccccc2)n(CC(=O)N2CCN(C)CC2)c1C	6.6	14.8	-4.7	8.1	3.2	8.4	-0.4	3.8	16.6	-7.9
Cc1ccccc1Cn1c(=O)n(-c2ccccc2)c(=O)c2ccc(C(=O)NCc3ccco3)cc21	·	-3.6	-1.4	1.1	1.0	-1.0	-0.4	-4.7	-0.5	·
COC(=O)c1ccc(NC(=O)C2CC(=O)N(c3ccc(C)cc3)C2)cc1 (stereo unspecified)	-6.1	-0.1	-10.3	-1.7	·	-4.4	-2.8	-1.6	4.3	-14.1
COCC(=O)N(Cc1cc2cc(OC)ccc2[nH]c1=O)c1ccc(C)cc1	3.8	35.6	8.3	-14.3	·	2.8	-0.4	10.4	5.9	-11.4
Cc1cc(C)cc(N(CC(=O)NCc2ccccc2)C(=O)CCC(=O)Nc2ccccn2)c1	8.4	15.3	0.9	-1.3	2.4	1.4	0.0	-6.1	14.8	3.2
O=C(NNC1=C(C(=O)C(F)(F)F)CCC1)c1ccccc1Cl	-1.3	30.5	2.3	-6.2	·	-1.8	·	3.0	1.2	-0.6
COC(=O)Cc1c(O)ccn(Cc2cccc(C(F)(F)F)c2)c1=O	2.3	31.2	5.2	1.2	1.6	-4.0	-0.6	-2.8	-0.5	-18.9
CCCn1c(SCC(=O)Nc2ccccc2OC)nnc1-c1ccco1	3.8	31.7	-10.0	-6.3	0.4	-1.0	-0.3	15.3	2.1	-0.2
COc1ccc(-c2[nH]ncc2CN(C)C(C)c2ccon2)c(OC)c1 (stereo unspecified)	-1.8	4.8	8.0	-7.3	0.6	4.4	i	-11.8	2.9	-8.3
O=C(Nc1cc(Cl)ccc1Cl)P(=O)(O)c1ccccc1	-2.8	·	·	-4.9	4.8	·	i	6.7	8.0	-8.7
C/C(CCc1ccc2c(c1)OCO2)=N\NC(=O)c1ccc(C)cc1C	7.9	25.8	-6.4	-11.2	0.1	3.9	1.0	-2.9	3.7	·
Cc1nc2ncccn2c1-c1csc(Nc2ccc(S(N)(=O)=O)cc2)n1	3.5	6.5	2.2	0.9	3.0	-0.9	i	-11.7	-15.2	-1.5
Cc1cc(S(=O)(=O)NC2CCCC2)ccc1F	2.0	8.5	6.5	7.1	·	-2.8	5.0	5.1	-0.9	-15.8
CN1C(=O)C(CC(=O)N2CCN(C(c3ccccc3)c3ccccc3)CC2)N(C)C1=O (stereo unspecified)	-5.2	-12.2	2.6	-3.3	·	-4.7	i	1.7	-3.2	-4.3
COc1ccc(C(=O)N2CCN(C)C(C)C2)cc1OC1CCN(C(C)=O)CC1 (stereo unspecified)	3.3	6.5	-2.7	5.0	1.7	0.8	0.4	-5.8	6.5	0.6
COc1ccc(CNC(=S)Nc2ccccc2-c2ccccc2)cc1	·	-0.2	-1.9	·	·	7.0	-1.2	·	-0.7	·
COc1cccc(N2CC(C(=O)NNC(=O)c3ccc(Cl)cc3)CC2=O)c1 (stereo unspecified)	1.6	17.5	-1.2	-8.6	-0.9	3.0	-0.1	-2.0	13.9	-8.2
CC(C)C(=O)NC(=S)Nc1ccccc1F	8.7	11.7	5.8	7.8	·	-1.6	i	4.1	-9.4	-5.8
CN1C(C(=O)Nc2cccc(O)c2)=CC(c2ccco2)=NS1(=O)=O	-1.6	-14.2	-3.5	4.4	0.2	-0.4	-0.2	-24.2	1.1	6.4
COC(=O)CN(c1cccc(F)c1)S(C)(=O)=O	0.5	-19.1	-2.0	0.1	·	-0.9	-0.4	6.0	1.9	1.7
COc1ccc2[nH]c(=O)c(CN(C(=O)c3cccnc3)c3ccc(C)cc3)cc2c1	0.4	15.4	2.5	-1.5	·	4.0	18.4	6.0	9.3	-9.6
O=C(Cn1c(=O)c2c(ncn2C2CCCC2)n(Cc2ccccc2)c1=O)N1CCc2ccccc21	7.5	22.1	-7.7	3.0	·	-5.8	i	-2.4	15.8	4.9
Cc1cccc(NC(=O)CCN2C(=O)c3ccccc3S2(=O)=O)c1C	4.9	17.3	5.6	·	·	1.0	-0.6	·	4.9	5.9

Reprinted at random: two compounds from above
mol	MazF activator	DUSP3 inh	Rv3671c inh	CCHFV vOTU inh	TcdB inh	SARS 3CLpro inh	Vc quorum ag	PrPC surface inh	Y pestis TopoI	SSB-PriA inh
Cc1nc2ncccn2c1-c1csc(Nc2ccc(S(N)(=O)=O)cc2)n1	3.5	6.5	2.2	0.9	3.0	-0.9	i	-11.7	-15.2	-1.5
CN1C(C(=O)Nc2cccc(O)c2)=CC(c2ccco2)=NS1(=O)=O	-1.6	-14.2	-3.5	4.4	0.2	-0.4	-0.2	-24.2	1.1	6.4

Only TcdB inh and PrPC surface inh, for 4 of the compounds above:
compound	TcdB inh	PrPC surface inh
O=C(Nc1cc(Cl)ccc1Cl)P(=O)(O)c1ccccc1	4.8	6.7
C/C(CCc1ccc2c(c1)OCO2)=N\NC(=O)c1ccc(C)cc1C	0.1	-2.9
Cc1nc2ncccn2c1-c1csc(Nc2ccc(S(N)(=O)=O)cc2)n1	3.0	-11.7
Cc1cc(S(=O)(=O)NC2CCCC2)ccc1F	·	5.1

Next part
mol	MazF activator	DUSP3 inh	Rv3671c inh	CCHFV vOTU inh	TcdB inh	SARS 3CLpro inh	Vc quorum ag	PrPC surface inh	Y pestis TopoI	SSB-PriA inh
O=C(COC(=O)CCCC1=NS(=O)(=O)c2ccccc2N1)Nc1ccc(Br)cc1	-8.6	10.7	-7.0	-0.4	1.5	0.8	-0.3	8.6	1.1	-4.5
N#C/C(=C\c1c(N2CCN(c3ccccc3)CC2)nc2ccccn2c1=O)S(=O)(=O)c1ccccc1	-2.4	12.8	13.2	7.7	1.2	-6.6	-0.4	-7.5	0.2	6.0
CCn1ccc(C(=O)NC2CCCC2)n1	6.8	17.9	-6.1	5.0	1.5	-6.2	i	8.0	-4.9	-10.2
CCn1nc(C)c(/C=N/NC(=S)Nc2ccc(Cl)cc2Cl)c1C	26.2	-5.4	-10.3	20.1	·	-0.3	-0.3	8.8	7.1	·
CCOC(=O)c1c(C)[nH]c(C(=O)CSc2nnc(-c3cccs3)n2Cc2ccccc2)c1C	-11.6	13.2	-16.0	-6.0	·	7.3	-3.3	2.0	-4.6	2.4
CCOCCn1[nH]c2ccccc2c1=O	9.8	·	-8.3	-9.8	-43.2	·	1.2	1.2	7.0	-19.3
COc1ccc(CCNC(=O)CCc2nc3ccccc3[nH]2)cc1OC	-5.0	36.9	14.5	-6.5	0.1	2.2	-0.4	1.0	-9.7	-8.5
O=C(c1cc(Br)ccc1Cl)N1CCC2(CC1)OCCO2	-4.5	2.6	-2.0	-13.1	·	-3.9	-0.3	0.2	-8.4	11.4
CCOc1ccc(Br)cc1S(=O)(=O)Nc1cccc(S(=O)(=O)N(C)C)c1	0.7	1.5	-1.1	-12.7	1.1	2.7	-0.3	-1.4	-3.5	-4.1
CC(C)(C)NS(=O)(=O)c1ccc(CCC(=O)Nc2ccc3c(c2)OCO3)cc1	1.7	15.2	0.7	12.1	·	4.5	-2.0	12.2	1.4	9.1

Compound activity: PubChem BioAssay, several laboratories

Some of the compounds tested; the hit share may differ from the screen's.
